Source: PubChem (Sanford-Burnham Center for Chemical Genomics)
NOD2 inhibition: inhibition of NOD2-driven NF-kB reporter – cell-based, luminescence, uHTS, HEK293 (AID 1566); inhibition, % at 4 µM, or EC50 in µM where a hit was titrated; hit rate 0.63% among 290,000; HEK293 NOD2/NF-kB luciferase reporter, luminescence; higher % means a stronger effect; further: many of its hits are not listed in these tables
NOD1 NF-kB reporter: NOD1 signaling inhibitors, primary screen, cell-based, luminescence, uHTS (AID 1578); NOD1-driven NF-kB luciferase reporter cells, luminescence; higher % means a stronger effect; one-dose inhibition, % at 4 µM; EC50 in µM for titrated hits; hit rate 1% among 290,000; in the data active means inhibition mostly above about 36%, no sharp cut-off; inactive means mostly below about 34%;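 further: HEK-293T reporter cells stimulated with the NOD1 agonist gamma-tri-DAP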
human PMI inhibitors: MPI inhibition at elevated mannose 6-phosphate – biochemical, fluorescence intensity, high mannose 6-phosphate, primary screen (AID 1220) | inhibition, % at 20 µM; hits with a dose series show IC50 in µM | hit rate 0.66% among 190,000 | recombinant PMI enzyme, coupled fluorescence intensity; higher % means a stronger effect
KOR beta-arrestin-1: kappa opioid receptor activators – cell-based, luminescence, uHTS, primary screen (AID 1777) | KOR beta-arrestin recruitment, luminescence; higher % means a stronger effect | activation, % at 10 µM; hits with a dose series show EC50 in µM | hit rate 0.02% among 280,000; in the data active means activation above about 50%, passing the limit was not always enough; further: a part of the inactive calls stands beside numbers as strong as those of hits
LYP inhibition: inhibitors of LYP phosphatase, biochemical, fluorescence intensity, uHTS (AID 1779); recombinant LYP phosphatase, fluorescence intensity; higher % means a stronger effect; inhibition, % at 11.5 µM; hits with a dose series show IC50 in µM; hit rate 0.054% among 290,000;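 further: plate controls were vehicle with enzyme for no effect and no enzyme for full effect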
XIAP displacement: XIAP antagonists, biochemical, IAP family, fluorescence polarization (AID 1018) | XIAP BIR domain, fluorescence polarization peptide displacement; higher % means a stronger effect | displacement, % at 20 µM, or IC50 in µM where a hit was titrated | hit rate 0.007% among 200,000; in the data active means displacement above about 50%; further: a part of the inactive calls stands beside numbers as strong as those of hits
KOR beta-arrestin-2: kappa opioid receptor blockers – cell-based, luminescence, uHTS (AID 1778). KOR beta-arrestin recruitment, luminescence, antagonist mode; higher % means a stronger effect. inhibition, % at 10 µM, or IC50 in µM where a hit was titrated. hit rate 0.091% among 290,000; further: strong numbers were not always called active
TNAP activators: stimulation of alkaline phosphatase TNAP activity – biochemical, luminescent, no phosphate acceptor, uHTS, primary screen (AID 1001); purified TNAP, luminescent activation assay, no phosphate acceptor; higher activation fold means a stronger effect; one-dose activation fold at 20 µM; EC50 in µM for titrated hits; hit rate 0.03% among 200,000; in the data active means activation fold from about 3, or a potency from the dose series; inactive means the rest, 99 in 100 with activation fold below about 1.6; further: many of its hits are not listed in these tables
PMI inhibitors: inhibitors of human PMI, primary screen, biochemical, fluorescence intensity, coupled assay (AID 1209); hit rate 0.42% among 190,000; purified PMI enzyme, coupled fluorescence intensity; higher % means a stronger effect; inhibition, % at 20 µM; hits with a dose series show IC50 in µM;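 further: plate controls were DMSO vehicle for no effect and wells lacking substrate for full effect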
An asterisk follows results filed as active; . = not tested or not shown; [ ] = another dose, or the depositor's remark. Unless noted, no stated cut-off is given here; in the data, active means inhibition above about 50%; inactive means the rest. Not all compounds are listed, so the mix of outcomes need not match the whole.

SMILES	NOD2 inhibition	NOD1 NF-kB reporter	human PMI inhibitors	KOR beta-arrestin-1	LYP inhibition	XIAP displacement	KOR beta-arrestin-2	TNAP activators	PMI inhibitors
CCN1CCN(c2ccc(S(=O)(=O)N3CCCCC3)cc2NC(=O)Cc2ccc(OC)cc2)CC1	0%	-13%	.	3.7%	-2%	.	-33%	.	.
Cc1cc(/C=C(\C#N)C(=O)NCc2cccs2)c(C)[nH]1	-3%	-38%	-1%	3.3%	2%	-4.0%	-2%	1	-1%
Cc1cc(C)cc(NC(=O)C2CC3CCC2C3)c1 (stereo not given)	-20%	-40%	.	1.4%	-9%	.	-31%[20 µM]	.	.
CCOc1ccc(NC(=O)CSc2nnc(Cn3cnc4ccccc43)n2C)cc1	10%	8%	-10%	3.4%	-5%	-11%	1%	1	-11%
COCCN(CC(=O)NCC1CCCO1)C(=O)CCC(=O)Nc1ccccn1 (stereo not given)	-4%	-40%	1%	-1.0%	-3%	-7.7%	-29%	1	15%
Cc1nonc1CN(C)C(=O)c1ccc(OC2CCN(C(=O)c3cccnc3)CC2)cc1	4%	-30%	5%	-1.5%	-6%	-4.6%	-6%	1.1	13%
c1csc(-c2nnc(-c3ccc(N4CCOCC4)cc3)o2)c1	-61%	-134%	2%	0.4%	10%	-5.0%	-22%	1	4%
COc1ccc(NC(=O)CSc2nnc(-c3ccccn3)n2N)cc1Cl	-10%	-29%	11%	2.8%	0%	-6.4%	8%	1	3%
CCOC(=O)c1ccc(NC(=O)CCNS(=O)(=O)c2cccs2)cc1	6%	-3%	.	1.6%	-6%	.	-12%	.	.
Cc1ccc(CNC(=O)C2CCCN(S(=O)(=O)c3c(C)n[nH]c3C)C2)cc1 (stereo not given)	9%	-15%	-8%	2.9%	-6%	-3.8%	7%	0.6	-10%
CCOCCn1c(SCc2ccc(C)cc2)nc2c1c(=O)[nH]c(=O)n2C	4%	-12%	5%	-9.6%	2%	-5.5%	24%	0.9	1%
CSc1ccc(CNC(=O)CCn2ccc3cc(S(=O)(=O)N4CCCC4)ccc32)cc1	11%	7%	.	-0.7%	-7%	.	0%	.	.
Cc1ccc(-n2cccn2)c(CN2CCCC(C(=O)c3sccc3C)C2)c1 (stereo not given)	15%	-12%	-1%	-3.3%	-6%	-4.3%	-9%	1.1	4%
CCc1c(C)nc2ncnn2c1N1CCC(C(=O)NCc2ccc3c(c2)OCO3)CC1	8%	1%	13%	5.0%	-5%	-4.7%	-2%	1	7%
COc1ccc(NC(=O)c2sc3nc(N4CCOCC4)c4c(c3c2N)CCCC4)c(OC)c1	31%	-6%	.	8.6%	-9%	.	-13%	.	.
O=C(CN1CCC(n2nnc3cc(F)ccc32)CC1)NCc1ccco1	2%	6%	-2%	14%	-16%	-6.7%	1%	1.2	-12%
Cc1ccc(NC(=O)CCC(=O)Nc2ccc(C)cc2)cc1	4%	21%	.	5.8%	-13%	.	-20%	.	.
Cn1c(=O)c2c(nc(CN3CCOCC3)n2CCCO)n(C)c1=O	10%	-3%	-4%	-5.3%	-8%	0.7%	7%	1.1	-8%
COc1cc2[nH]c(=O)n(CCCCCC(=O)NC3CCCC3)c(=O)c2cc1OC	11%	-24%	.	3.5%	-11%	.	-25%	.	.
CCN(CC)C(=O)COC(=O)c1cc(-c2ccc(OC)cc2)nc2ccccc12	11%	-28%	7%	-2.0%	3%	1.0%	-2%	1.1	6%
COc1ccc(CCn2c(=O)c3cccnc3n(Cc3ccc([N+](=O)[O-])cc3)c2=O)cc1OC	1%	23%	-1%	-2.0%	-5%	2.1%	-1%	1.1	-6%
O=C1c2ccccc2C(=O)N1c1cccc(-c2csc(Nc3ccc4c(c3)OCO4)n2)c1	-24%	-29%	-4%	-4.2%	0%	-7.1%	2%	1.1	11%
CCn1c(SCC(=O)NC2=NCCS2)nnc1C(C)NC(=O)c1ccc(Cl)cc1 (stereo not given)	21%	0%	.	-0.1%	-4%	.	-3%	.	.
OCCN1CCOCCN(CCO)CCOCC1	12%	7%	2%	0.0%	-10%	-2.5%	13%	1.1	4%
Cc1ccc2c(c1)N(C(=O)CCC(=O)N1CCCCC1)CCO2	-1%	-34%	.	-3.0%	-11%	.	8%[20 µM]	.	.
SMILES	NOD2 inhibition	NOD1 NF-kB reporter	human PMI inhibitors	KOR beta-arrestin-1	LYP inhibition	XIAP displacement	KOR beta-arrestin-2	TNAP activators	PMI inhibitors
COc1ccc(Cc2nnc(Nc3ccc4c(c3)OCCO4)[nH]c2=O)cc1	7%	-16%	-4%	-2.2%	-4%	-8.5%	-7%	1	3%
CCOC(=O)Cc1csc(NC(=S)NC(=O)c2ccc(C)cc2)n1	9%	-19%	7%	-4.9%	1%	-2.9%	22%	0.9	19%
Cc1ccccc1C(=O)NNC(=O)C(=O)N1CCCCC1	22%	1%	1%	-0.7%	-6%	-5.7%	-12%	1.1	12%
CCN(CC)c1ccc(C=Nc2ccc(C#N)cc2)c(O)c1	-20%	24%	40%	-7.1%	5%	3.6%	4%	1	8%
CS(=O)(=O)N(Cc1ccccc1F)c1ccccc1	8%	-18%	-5%	-4.5%	-8%	-2.0%	-35%	1.1	-9%
Cc1nn2c(C(F)(F)F)cc(-c3ccc(Cl)cc3)nc2c1C(=O)N1CCOCC1	18%	0%	7%	0.8%	0%	-3.0%	0%	1	13%
O=C1c2cccc(OCC(=O)N3CCCc4ccccc43)c2CCN1Cc1ccc(Br)cc1	.	.	2%	-1.9%	2%	-1.0%	28%	1.2	10%
CCNc1nc(SCC(=O)Nc2ccc(Cl)c(Cl)c2)nc(N(C)C)n1	1%	0%	9%	8.7%	-2%	-1.6%	-38%	1.1	-2%
CCOC(=O)c1cc(-c2ccccc2)sc1NC(=O)C(C)OC(=O)c1cccnc1OCC (stereo not given)	1%	2%	11%	-4.0%	-4%	-6.8%	22%	1	15%
CC(C)c1ccc2oc(-c3ccc(N)cc3)nc2c1	-158%	-43%	16%	-4.9%	-15%	-1.2%	14%	1	17%
CCOC(=O)c1cc(NC(=O)c2ccoc2C)cc(C(=O)OCC)c1	12%	-23%	12%	-1.2%	-1%	-2.7%	-2%	1	16%
C=CCn1c(SCc2c(F)c(F)c(F)c(F)c2F)nc(O)cc1=O	5%	2%	20%	11%	-10%	3.8%	6%	1.1	6%
CCN1CCCC1CNS(=O)(=O)c1ccc(C(=O)Nc2ccccc2)cc1 (stereo not given)	11%	-30%	6%	-0.8%	-9%	0.9%	27%	1.1	9%
COc1ccccc1/C=C1\S/C(=N/NC(=O)c2cccc(Br)c2)NC1=O	.	.	-10%	-3.3%	-5%	-2.2%	16%	2.3	-11%
COCCNC(=O)c1c[nH]c2ccc(S(=O)(=O)N3CCc4ccccc43)cc2c1=O	27%	36%	3%	2.5%	3%	-12%	-13%	0.9	-4%
CCOc1ccc(OCc2cccc(C(=O)N/N=C/c3cccnc3)c2)cc1	-116%	42%	-4%	4.1%	2%	-0.8%	.	1.1	-6%
CCC(=O)N1c2ccccc2C(N(C(C)=O)c2ccccc2)CC1C (stereo not given)	19%	-17%	9%	-10%	-7%	-0.8%	31%	1.1	5%
Cc1ccc(-n2cccc2/C=C2/NC(=O)N(CC(=O)Nc3cccc(C)c3)C2=O)cc1	10%	-7%	-41%	1.2%	2%	-0.8%	4%	1.1	-7%
CCOC(=O)CSc1nnc(CNC(=O)c2ccco2)n1C	-14%	-43%	8%	5.7%	0%	-5.0%	-11%	1.1	0%
O=S(=O)(c1ccc2ccccc2c1)N1CCCCCC1	-6%	-3%	.	.	-2%	-9.7%	-52%[20 µM]	1	.
CCc1nc(C)ccc1OCC(=O)O	19%	0%	1%	-2.3%	-4%	-4.6%	3%	1.1	10%
COC(=O)c1onc(-c2c(OC)cc(OC)cc2OC)c1C(=O)OC	9%	-19%	22%	-4.8%	-7%	-3.5%	5%	1	4%
Cc1ccc(CCCOC(=O)C[N+]2(C)CCOCC2)cc1	9%	19%	13%	-5.1%	-4%	-7.8%	-8%	1.1	43%
O=C(COC(=O)c1ccc(O)cc1)Nc1ccccc1[N+](=O)[O-]	28%	-18%	1%	-4.7%	-2%	0.8%	-12%	1.4	4%
Cc1c(C(=O)N2CCCCC2)c(S(=O)(=O)N2c3ccccc3CC2C)c(C)n1C (stereo not given)	12%	-6%	.	-2.9%	-11%	.	-13%	.	.
SMILES	NOD2 inhibition	NOD1 NF-kB reporter	human PMI inhibitors	KOR beta-arrestin-1	LYP inhibition	XIAP displacement	KOR beta-arrestin-2	TNAP activators	PMI inhibitors
O=C1c2ccccc2C(=O)N1CCc1csc(NNc2nc(CCN3C(=O)c4ccccc4C3=O)cs2)n1	14%	-28%	-84%	-3.8%	1%	4.8%	30%	1	-50%
Cc1nc(NC(=O)/C=C/c2ccccc2)n[nH]1	28%	51%	-5%	0.1%	0%	-2.0%	-8%	1.1	12%
CC1(C)CC(=O)C2=C(C1)NC1=C(C(=O)c3ccccc31)C2c1ccc(Cl)cc1 (stereo not given)	-8%	39%	-4%	16%	-1%	-4.7%	-43%	0.9	2%
CCOc1ccc(C(C)C)cc1S(=O)(=O)N1CCOCC1	10%	-19%	3%	-3.7%	-4%	-5.0%	2%	1.1	6%
Cc1ccc2nc(N/C(=N/S(=O)(=O)c3cccs3)c3ccccc3Cl)sc2c1	10%	-3%	-2%	-0.1%	23%	-4.6%	-84%	1.1	-6%
COc1ccc(C(=O)Nc2ccc(C)cc2C(=O)c2ccccc2)cc1	16%	-9%	6%	3.5%	2%	7.7%	13%	1.6	12%
CC1(C)CC(=O)c2cn3c(nc2C1)nc1ccccc13	15%	-17%	-1%	5.2%	-7%	-3.6%	-51%	1	0%
CCCOc1ccc(-c2nc(C#N)c(N3CCc4ccccc4C3)o2)cc1	11%	12%	11%	-0.5%	0%	-6.5%	-21%	1.1	17%
Fc1cc2nccnc2cc1N1CCSCC1	8%	-9%	8%	-2.7%	-2%	-6.1%	-40%	1.1	7%
CCC(=O)c1ccc(N2CCN(C(=O)COc3ccc(F)cc3)CC2)c(F)c1	-3%	-2%	16%	0.0%	3%	0.8%	-10%	1.1	10%

Sorted by SMILES length (high to low): part of the list above
SMILES	NOD2 inhibition	NOD1 NF-kB reporter	human PMI inhibitors	KOR beta-arrestin-1	LYP inhibition	XIAP displacement	KOR beta-arrestin-2	TNAP activators	PMI inhibitors
O=C1c2ccccc2C(=O)N1CCc1csc(NNc2nc(CCN3C(=O)c4ccccc4C3=O)cs2)n1	14%	-28%	-84%	-3.8%	1%	4.8%	30%	1	-50%
CCC(=O)c1ccc(N2CCN(C(=O)COc3ccc(F)cc3)CC2)c(F)c1	-3%	-2%	16%	0.0%	3%	0.8%	-10%	1.1	10%
CC1(C)CC(=O)c2cn3c(nc2C1)nc1ccccc13	15%	-17%	-1%	5.2%	-7%	-3.6%	-51%	1	0%

In the list so far, these contain a nitro group on carbon.
SMILES	NOD2 inhibition	NOD1 NF-kB reporter	human PMI inhibitors	KOR beta-arrestin-1	LYP inhibition	XIAP displacement	KOR beta-arrestin-2	TNAP activators	PMI inhibitors
COc1ccc(CCn2c(=O)c3cccnc3n(Cc3ccc([N+](=O)[O-])cc3)c2=O)cc1OC	1%	23%	-1%	-2.0%	-5%	2.1%	-1%	1.1	-6%
O=C(COC(=O)c1ccc(O)cc1)Nc1ccccc1[N+](=O)[O-]	28%	-18%	1%	-4.7%	-2%	0.8%	-12%	1.4	4%
